Screening results as filed in PubChem BioAssay.
IMPase Li inh – IMPase inhibition in cells with lithium potentiation; 210,000 tested, 0.35% active; CHO-M1 cells, IP1 TR-FRET (IP-One), carbachol + lithium; Potency, µM (series often up to 59.4 µM), for inactives: at the top dose activity, negative = IMPase inhibition, hits mostly inhibitors;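 also: IP1 builds up when IMPase is blocked and the TR-FRET signal falls; potency is read from the fitted curve at half-maximal effect; plate controls were basal vehicle for no effect and high inhibitor control for full effect; nearly all actives have a fitted effect of over 50% in size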
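Lithium-sensitised IP1 accumulation assay; M1-expressing CHO cells treated 30 min at 37C with compound. Competitive antibody detection by time-resolved FRET followed a 10 min room-temperature lysis step.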
GLA spleen mod – inhibits or activates alpha-galactosidase in human spleen homogenate. P06280. human spleen homogenate, 4MU-alpha-Gal fluorescence, 40 min. Potency, µM (titrated, usually from 80 µM), for inactives: top-dose activity change, negative = inhibition, most hits filed as inhibitors. 240,000 tested, 0.008% active. AID 2107;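 also: potency is read from the fitted curve at half-maximal effect; 0% = enzyme with vehicle and -100% = no enzyme basal signal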
Target sequence (P06280 32-429 limits assumed): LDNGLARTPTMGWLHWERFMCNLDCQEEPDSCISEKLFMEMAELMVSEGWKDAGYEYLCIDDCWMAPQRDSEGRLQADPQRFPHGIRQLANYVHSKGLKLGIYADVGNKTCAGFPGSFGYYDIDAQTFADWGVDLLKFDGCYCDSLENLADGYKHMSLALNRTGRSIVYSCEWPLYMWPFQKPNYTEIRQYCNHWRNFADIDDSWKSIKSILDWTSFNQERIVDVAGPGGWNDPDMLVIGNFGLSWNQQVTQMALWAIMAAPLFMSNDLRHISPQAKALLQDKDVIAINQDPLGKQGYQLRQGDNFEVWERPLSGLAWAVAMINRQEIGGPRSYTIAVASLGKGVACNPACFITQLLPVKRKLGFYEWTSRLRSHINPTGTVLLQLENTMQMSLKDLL
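Human spleen homogenate (1 ug) was the enzyme source, with 4-methylumbelliferyl-alpha-D-galactopyranoside (1 mM final) in pH 5.0 citrate buffer with 0.01% Tween-20. Compounds were titrated; after 40 min at 37C, NaOH/glycine stop, 4-MU fluorescence read; AC50 from Hill fits.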
NPSR antag – neuropeptide S receptor (human) antagonism, cAMP. Q6W5P4. Potency, µM (doses to about 38.3 µM), for the others: top-dose activity change, negative = inhibition, actives largely listed as inhibitors. CHO-NPSR cells, cAMP TR-FRET, antagonist mode. 220,000 tested, 1% active; also: potency is read from the fitted curve at half-maximal effect; % is scaled to controls: 0 for no effect and ±100 for the full control effect; nearly all actives have a fitted effect of over 50% in size; many of its hits are not listed in these tables
Epigenetic derep – derepresses silenced GFP reporter in murine cells; murine LDR cells, GFP reporter derepression, 30 h; Potency, µM (top dose mostly 53.9 µM), for the others: top-dose GFP activation, hits mostly activators; 280,000 tested, 0.2% active; also: potency is read from the fitted curve at half-maximal effect; % of control where 0% means no effect; nearly all actives have a fitted effect of over 60% in size
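Readout is the number of GFP-expressing murine LDR cells, counted by cytometry following washing. Cells were treated with compound for 30 h at 37 C; the stably integrated CMV-GFP locus is normally silent.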
KinaseGlo FLuc – counter-screen: inhibitors of Kinase-Glo firefly luciferase; Q27757; 200,000 tested, 0.28% active; Kinase-Glo luciferase, ATP luminescence, 8 min; AID 1379; Potency, µM (top dose mostly 38.3 µM), for the others: top-dose activity change, negative = inhibition, actives largely listed as inhibitors; also: potency is read from the fitted curve at half-maximal effect; % is scaled to controls: 0 for no effect and ±100 for the full control effect; nearly all actives have a fitted effect of over 60% in size
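Compounds were added to a substrate mix at pH 7.2 (50 mM imidazole, 10 uM ATP, within the enzyme's linear range), followed by Kinase-Glo detection reagent; luminescence was measured after 8 minutes at ambient temperature.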
CBFb RUNX1 block – CBF-beta/RUNX1 interaction disruption; Q01196+Q13951; AlphaScreen CBFb-His/RUNX1-biotin binding, biochemical; Potency, µM (series often up to 59.8 µM), without a hit: top-dose activity, negative = inhibition, hits mostly inhibitors; 230,000 tested, under 10 active; AID 1477; also: % of control where 0% means no effect
Target sequence (Q01196 whole entry, looked up): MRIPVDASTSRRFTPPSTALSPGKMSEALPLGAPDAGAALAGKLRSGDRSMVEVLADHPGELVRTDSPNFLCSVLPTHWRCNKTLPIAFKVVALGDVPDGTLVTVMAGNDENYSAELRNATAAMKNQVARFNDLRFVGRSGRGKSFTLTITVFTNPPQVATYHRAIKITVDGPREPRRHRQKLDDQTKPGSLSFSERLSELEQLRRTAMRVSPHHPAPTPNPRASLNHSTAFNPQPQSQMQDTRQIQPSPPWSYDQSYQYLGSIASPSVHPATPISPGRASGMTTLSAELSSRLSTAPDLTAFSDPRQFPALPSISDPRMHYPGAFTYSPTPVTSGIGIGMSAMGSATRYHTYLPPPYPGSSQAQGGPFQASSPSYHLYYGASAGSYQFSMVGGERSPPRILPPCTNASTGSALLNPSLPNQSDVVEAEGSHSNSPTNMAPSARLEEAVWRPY
Target sequence (Q13951 whole entry, looked up): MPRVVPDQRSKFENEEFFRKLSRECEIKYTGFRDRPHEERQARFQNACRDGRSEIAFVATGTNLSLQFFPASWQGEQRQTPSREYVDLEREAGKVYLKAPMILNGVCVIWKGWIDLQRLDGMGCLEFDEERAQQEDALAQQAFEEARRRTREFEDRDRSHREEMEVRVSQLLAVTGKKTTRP
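AlphaScreen binding: CBFb-His and RUNX1-biotin (30 nM each) preincubated 20 min, compound added for 15 min, then nickel and streptavidin beads for 90 min, all at room temperature. Disruption of the interaction by any mechanism counts as activity.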
LMNA splice mod – LMNA splicing modulation | HeLa LMNA splicing GFP/RFP minigene ratio, 48 h | 200,000 tested, 0.01% active | Potency, µM (titrated, usually from 46.1 µM), for inactives: top-dose ratio change, negative = inhibition, usual class: inhibitors; active = well fitted inhibition curve with a large enough effect in the signal ratio, with a control signal flat, not every such curve was filed as active; inconclusive = small, poorly fitted or top-dose-only effect, or effect the other way, or a change in a side signal; the % refers to the signal ratio; also: potency is read from the fitted curve at half-maximal effect; % is scaled to controls: 0 for no effect and ±100 for the full control effect
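Read-out is the ratio of GFP to DsRed2 object intensity, acquired by 488 nm laser-scanning cytometry on HeLa lamin A-EGFP minigene reporter cells. Compound incubation 48 hrs at 37 °C in Opti-MEM with 2% FBS; DMSO 0.5% final.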
* hit, by the source's call; ? = inconclusive; · = no result given; [ ] = dose if it differs, or a comment. Unless noted, calls follow the shape of the dose curve; as a rule, active = well fitted curve in the direction sought with a large enough effect; inconclusive = small, poorly fitted or top-dose-only effect, or another doubt; inactive = no such curve, though single readings can be large; an effect the other way counts as inactive or inconclusive. Only part of the results is shown; count on the stated rates, not on these rows.

Order of results: IMPase Li inh, GLA spleen mod, NPSR antag, Epigenetic derep, KinaseGlo FLuc, CBFb RUNX1 block, LMNA splice mod
CCOc1nc(SC(C(C)=O)C(=O)Nc2ccccc2)nc(N(C)C)n1 (stereo not given)
  6%, 0%, -20%[46.1 µM], 0.0%, 0%, 4%, -15%
CC(=O)Nc1ccc(S(=O)(=O)Nc2nc3ccccc3s2)cc1
  36%[38.3 µM], -1%, -2%[46.1 µM], -5.8%, -4%, 3%, -4%
CCC(=O)NC(C)C(c1cccs1)N1CCN(Cc2ccccc2)CC1 (stereo not given)
  9%[38.3 µM], -4%, -3%[46.1 µM], -0.8%, 2%, 7%, -6%
C=CCn1c(SCCN2CCCCC2)nc2c1c(=O)[nH]c(=O)n2C
  21%[38.3 µM], 2%, 6%[46.1 µM], 4.1%, -4%, 1%, 3%
CCC12CN3CC(CC)(CN(C1)C3c1ccc(OC(C)C)cc1)C2=O (stereo not given)
  28%[38.3 µM], 13%, -1%[46.1 µM], -1.1%, -1%, 10%, 4%
Cn1c(=O)c2c(ncn2CC(=O)N2CCOCC2)n(C)c1=O
  -16%[38.3 µM], -20%, -5%[46.1 µM], 0.0%, 1%, 2%, 4%
CCC1CCCCN1C(=S)NC(=O)c1cccs1 (stereo not given)
  0%, 7%, -14%, -1.3%, -1%, 2%, 9%[46 µM]
Cc1onc(-c2ccccc2)c1C(=O)NNC(=S)NC(=O)c1ccc(Br)cc1
  2%, 7%, -3%, -1.0%, 0%, -16%, ?
CCN(c1ccccc1)S(=O)(=O)c1ccc(Cl)c(NC(=O)CSc2nncn2C)c1
  13%, -1%, 9%, -1.0%, 0%, -1%, -15%
CCOC(=O)c1[nH]c2ccc(C)cc2c1N=C(C)N(C)C
  34%[activator][38.3 µM], -14%, 0%[46.1 µM], 0.9%, -3%, 3%, 5%
CCOC(=O)Nc1nn(-c2ccc(C)cc2)c(=O)c(C#N)c1C
  -3%, -6%, 9%, 0.0%, 4%, 2%, ?
COc1ccc(COCC(O)CN2CC(C)OC(C)C2)cc1OC (stereo not given)
  10%[38.3 µM], -7%, 3%[46.1 µM], 0.1%, 0%, 2%, -1%
O=C1c2ccccc2C(=O)N1Cc1cccnc1
  10%, 5%, -9%, 1.9%, -1%, 6%, 0%[46 µM]
OCCC1CN(C2CCN(c3ccccc3F)CC2)CCN1Cc1ccccc1 (stereo not given)
  10%, 8%, -2%, -4.1%, 5%, 6%, -3%[46 µM]
Cc1ccc(C(=O)NC(=S)N2CC(C)OC(C)C2)cc1[N+](=O)[O-] (stereo not given)
  13%[38.3 µM], 8%, -8%[46.1 µM], -0.4%, -1%, 3%, ?

Quoted from the listing.
CCOc1nc(SC(C(C)=O)C(=O)Nc2ccccc2)nc(N(C)C)n1 (stereo not given) | NPSR antag = -20%[46.1 µM]
O=C1c2ccccc2C(=O)N1Cc1cccnc1 | LMNA splice mod = 0%[46 µM]

(list continues)
Order of results: IMPase Li inh, GLA spleen mod, NPSR antag, Epigenetic derep, KinaseGlo FLuc, CBFb RUNX1 block, LMNA splice mod
CC(C)CC(NC(=O)C1CCC(C)CC1)C(=O)Nc1ccc2c(c1)OCCO2 (stereo not given)
  7%[38.3 µM], -24%, -7%[46.1 µM], 0.8%, -4%, -3%, -9%
O=C(Nc1cc(N2CCOCC2)ncn1)c1ccccc1
  -3%[38.3 µM], 20%, -5%[46.1 µM], -1.3%, -2%, -1%, 19%
Cn1cccc1CC(=O)N/N=C/c1cccc2ccccc12
  3%, 8%, -16%[46.1 µM], -0.9%, 2%, -27%, -12%
CN(CCc1ccccn1)C(=S)Nc1ccc(Cl)c(Cl)c1
  7%, -10%, -24%, 2.2%, -1%, 0%, -25%[46 µM]
COc1cc(/C=N/NC(=O)c2cc3ccccc3cc2O)ccc1OCCN1CCCCC1
  20%, -4%, 12%, ?, 0%, 2%, ?
CC(C)(C)NC(=O)NC(=O)COC(=O)c1ccc(OC(F)(F)F)cc1
  3%, -2%, 27%, -1.0%, 6%, 0%, -4%
Cc1ccc(SC(CC(=O)c2ccc(C(C)(C)C)cc2)C(=O)O)cc1 (stereo not given)
  22%, 4%, 10µM*, 0.0%, 2%, -3%, ·
O=C(O)CN1CCCCC1
  -6%, -2%, -10%, 5.3%, 1%, -8%, ·
Cc1ccc(C(=O)C[n+]2cc(Br)cc(Br)c2)cc1[N+](=O)[O-]
  3%, 5%, 1%, 5.9%, 1%, 0%, -2%
FC(F)(F)c1cc(CN2CC[C@@]3(CCCNC3)C2)cc(C(F)(F)F)c1
  23%, -19%, ·, ·, -4%, ·, ·
COc1ccc(C(=O)N/C(=C\c2ccco2)C(=O)NCc2cccnc2)cc1
  0%, 4%, 3%, -1.9%, 0%, -26%, 0%
CN(C(=O)CS(=O)(=O)c1cn(CC(=O)N2CCOCC2)c2ccccc12)c1ccccc1
  -1%, 1%, 15%, -0.1%, 3%, 3%, 8%[9.22 µM]
Cc1ccc(S(=O)(=O)N2CC(O)CC2C(=O)OCC(=O)c2ccccc2Cl)cc1C (stereo not given)
  -7%, -9%, 12%, 0.0%, 2%, -14%, -4%
Cc1sc2ncnc(OCC(=O)NCC3CCCO3)c2c1C (stereo not given)
  -10%[38.3 µM], 4%, 6%[46.1 µM], -0.8%, -4%, 4%, 6%
CCOc1cc(NC(=S)NCC2CCCO2)c(OCC)cc1NC(=O)c1ccc(F)cc1 (stereo not given)
  1%, -7%, 17%, -0.1%, -5%, -6%, 6%[46 µM]
O=C(O)c1ccc(N2C(=O)c3ccc(C(=O)c4cccc([N+](=O)[O-])c4)cc3C2=O)cc1
  -4%, 3%, -31%, 1.5%, 0%, 3%, 4%[46 µM]
CCSc1nn2c(=O)c3ccccc3nc2s1
  17%[38.3 µM], -11%, -5%[46.1 µM], 0.0%, ?, 1%, 0%
COc1ccc(N2CCN(C(=O)CSc3ccccc3N)CC2)cc1
  35%[activator][38.3 µM], 3%, -15%[46.1 µM], 0.0%, 1%, 1%, ?
Cc1ccc(C)c(OCC(=O)Nc2ccc(N3CCOCC3)cc2)c1
  3%, 2%, -5%, 2.3%, -3%, -13%, ?
CC1(C(=O)NC2CCCC2)CCC(=O)N1CCC1=CCCCC1 (stereo not given)
  11%[38.3 µM], 2%, 1%[46.1 µM], -2.1%, -3%, 1%, 2%
CCCCOC(=O)c1ccc(NC(=O)CSCc2n[nH]c(=O)[nH]2)cc1
  -13%[38.3 µM], 0%, -14%[46.1 µM], 13%, -1%, 1%, 14%
O=C/C(=C\Nc1ccccn1)c1nc2ccccc2o1
  -6%, 4%, -6%[46.1 µM], 9.3%, -4%, 1%, -18%
COc1ccc(CNCc2ccco2)cc1OCc1ccccc1
  31%[activator], -1%, 1%[46.1 µM], -3.5%, 16%, 8%, -2%
O=c1c2cnn(-c3ccccc3)c2nc(-c2cccs2)n1-c1ccc(Br)cc1
  8%[38.3 µM], 11%, -4%[46.1 µM], 5.3%, 3%, -19%, 5%[0.0737 µM]
O=C(c1ccc2c(c1)OCO2)C1CCCN(Cc2ccc3nsnc3c2)C1 (stereo not given)
  25%, 3%, 25%, 1.1%, -1%, -12%, ?
CCOC(=O)C1CCN(C(=O)Nc2ccc(OCc3ccccc3)cc2)CC1
  ·, 6%, -3%, 0.0%, ·, -3%, ·
CC[N+]1(C)CC2CCC(C)(C1)C2(C)C (stereo not given)
  18%, -9%, 22%, -5.3%, 0%, 6%, ?
CCOC(=O)CNC(=O)C1COc2ccccc2O1 (stereo not given)
  ·, -10%, 14%, 0.0%, ·, 3%, ·
COc1ccc(OC)c(-n2c(SCC(=O)Nc3cccc(S(N)(=O)=O)c3)nc3ccccc3c2=O)c1
  ·, 1%, 36%, 0.0%, ·, -5%, ·
CCOC(=O)c1[nH]c2ccc(OCC)cc2c1NC(=O)CN1CCN(c2ccccc2)CC1
  2%[38.3 µM], 3%, -18%[46.1 µM], 2.3%, -1%, 8%, -1%
O=C(COc1nc2ccccc2nc1N1CCOCC1)Nc1cccc(S(=O)(=O)N2CCCCC2)c1
  -2%, 1%, 1%, 0.0%, -1%, -5%, -10%
O=C(CCCn1c(=O)[nH]c2cc(Cl)ccc2c1=O)NCCCN1CCN(c2ccc(F)cc2)CC1
  14%, 0%, -32%, -0.3%, 0%, -2%, ·
CCOC(=O)c1c(NC(=O)CCc2ccc(CC)o2)sc(C)c1C
  15%[38.3 µM], -1%, ?, -1.2%, -1%, 20%, -11%
C#CCn1c(C)cc(C)c(S(=O)(=O)c2ccccc2)c1=O
  -2%, 7%, 0%, -1.3%, -1%, 4%, ?
O=C1CC(C(=O)O)c2ccccc2N1 (stereo not given)
  ·, 1%, 4%[46.1 µM], -5.3%, ·, 4%, 10%
CCCCN(C)C(=O)c1cc2cc3cc(OC)ccc3nc2o1
  -9%, 5%, -22%, 4.9%, 0%, 16%, ?
Oc1ccccc1/C=N/N1CCN(c2ccccn2)CC1
  ·, 3%, -21%, -1.0%, ·, -2%, ·
COc1cc(/C=C(/C#N)c2ccc(F)cc2)ccc1OCc1ccc(C(=O)O)o1
  14%[38.3 µM], 3%, -1%[46.1 µM], -1.0%, 0%, -3%, -2%
CCOC(=O)C1C(=O)C=C(c2cccs2)CC1c1ccccc1C (stereo not given)
  ·, -1%, 8%[46.1 µM], -0.9%, ·, 2%, -10%
Cc1ccc(C(=O)NC(O)C(Cl)Cl)cc1 (stereo not given)
  -9%, 11%, 9%, 0.1%, -3%, 5%, -6%
COc1ccccc1OCC(=O)N1CCN(c2ccccc2OC)CC1
  -4%[38.3 µM], -4%, -17%[46.1 µM], 0.0%, -2%, 1%, 0%
O=C(CN1CCCCCC1)Nc1ccc(Oc2ccccc2)cc1
  17%, ?, -40%, -1.7%, -1%, 1%, -26%[46 µM]
Cc1c(S(=O)(=O)c2ccccn2)c(N)n(Cc2ccccc2Cl)c1C
  ·, 4%, -5%, 5.4%, ·, -5%, ·
CCOC(=O)c1c(C)nc2c(c1C)c(=O)oc1ccccc12
  32%[activator], -15%, -13%, -2.0%, 1%, 2%, -19%
O=C(c1cccc(Br)c1)N1CCN(C(=O)c2cccc(Br)c2)CC1
  11%, 2%, -23%[46.1 µM], -0.8%, 3%, 1%, -22%
Cc1c(NC(=O)COC(=O)C23CC4CC(CC(O)(C4)C2)C3)c(=O)n(-c2ccccc2)n1C
  18%, -3%, 15%, 0.0%, 0%, -5%, 0%[46 µM]
CN(C)S(=O)(=O)N(CC(=O)Nc1ccc(F)c(F)c1)c1ccccc1
  17%[38.3 µM], -1%, -13%[46.1 µM], 3.7%, 19%, -1%, -9%
